Bioassay records (PubChem BioAssay)
LEDGF integ inh = blocks HIV-1 LEDGF/p75-dependent DNA integration. TR-FRET IN-LEDGF/p75 DNA integration, Eu/Cy5. inhibition, % at 3.7 µM. 0.64% of 370,000 active. AID 743269;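 active means inhibition above the screen-wide mean plus 3 SD, cut at about 13% in these data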;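 further: signal is the Cy5 over europium emission ratio at 671 and 618 nm; 0% = plate median of compound wells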
TDP2 inh = blocks human TDP2 phosphodiesterase activity. AID 720702. inhibition, % at 12.8 µM. recombinant TDP2, T5PNP hydrolysis, p-nitrophenol absorbance 415 nm. 0.34% of 370,000 active;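 active means inhibition above the mean of all tested compounds plus 3 SD, set per campaign, cut at about 25% in these data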;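 further: 0% = DMSO with enzyme and 100% = buffer with substrate but no TDP2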
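Test system: human TDP2 enzyme; Input: 120 nM TDP2 per well; Buffer or medium: Mg2+-containing Tris-HCl buffer, pH 7.5; Reagent: 5 mM T5PNP; Dosing: 12.8 µM single point, 1% DMSO; Incubation: reaction 2 h, 37 °C; Detection: p-Nitrophenol epi absorbance; Read-out: % inhibition relative to enzyme-containing and enzyme-free wells; Replicates: single well per compound.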
TCR CD3 inh = human TCR-CD3 binding inhibition | TAMRA-labeled TCR probe fluorescence, biochemical | inhibition, % at 9.4 µM | 0.37% of 360,000 active; in the data active means inhibition above about 19%;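 further: recombinant mutant TCR 2C K166C tagged with TAMRA read by polarization; 0% = receptor in buffer alone and 100% = receptor with positive control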
MBD2 DNA inh = blocks human MBD2 binding to methylated DNA; inhibition, % at 4.4 µM; 0.31% of 370,000 active; TR-FRET, MBD2 binding to methylated oligonucleotide; Q9UBB5; in the data active means inhibition above about 13%
mABHD4 FP = ABHD4 (mouse) inhibition, primary FP screen; Q8VD66; purified mABHD4, FP-Rh probe fluorescence polarization; inhibition, % at 8.92 µM; 0.54% of 370,000 active;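 active means inhibition exceeding the mean over every tested compound plus 3 SD, cut at about 30% in these data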;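 further: 0% = plate median of compound wells and 100% = S159A mutant with DMSO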
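Doses – 8.92 µM, single dose · Material – wild-type mouse ABHD4 protein · Replication – single well per compound (singlicate) · Measure – percent inhibition of probe binding, normalized to plate controls · Schedule – 45 min compound pre-incubation plus 60 min probe step, 25 °C · Detection – fluorescence polarization with parallel and perpendicular emission, 525/598 nm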
rCAG RNA binder = binds r(CAG) RNA repeats; AID 651821; r(CAG) RNA repeat, TO-PRO-1 dye displacement fluorescence; 1.3% of 370,000 active; inhibition, % at 3 µM;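 active means inhibition above the plate cutoff, the mean of all test compounds on that plate plus 3 SD, cut at about 35% in these data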;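 further: 0% = DMSO alone and 100% = 100 µM mitoxantrone as full dye displacement; higher means more dye released from RNA so lower well fluorescence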
HTRA1 inhibitor = HTRA1 (human) protease inhibition | Q92743 | recombinant HTRA1, FP-rhodamine activity-based probe, fluorescence polarization | inhibition, % at 5.96 µM | 0.5% of 340,000 active | AID 504803; in the data active means inhibition above about 36%;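 further: 0% = enzyme with DMSO and 100% = wells lacking enzyme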
SIAE primary = blocks human sialic acid acetylesterase. inhibition, % at 9.66 µM. SIAE FP-Rh probe binding, fluorescence polarization. 0.69% of 370,000 active. AID 1053197. Q9HAT2;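 active means inhibition above a cutoff: mean of compounds within the control limits plus 3 SD of those, cut at about 17% in these data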;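 further: 0% = plate median of compound wells and 100% = probe without SIAE protein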
PRMT1 inh = inhibitors of human PRMT1. Q99873. recombinant PRMT1, activity-based probe fluorescence polarization. inhibition, % at 2.79 µM. 1.3% of 370,000 active. AID 652257;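 active means inhibition above about 21% made by adding two undisclosed values, limit read from the data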
GC-B act = GC-B (human) receptor activation | HEK293-GC-B cells, CNP EC30, cGMP TR-FRET; 0% at EC30 CNP, 100% saturating CNP | activation, % at 10 µM | 0.11% of 370,000 active;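 active means activation at 10 µM reaching about 35% in either raw or pattern-adjusted values, limit read from the data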
Target sequence (P20594 whole entry, looked up): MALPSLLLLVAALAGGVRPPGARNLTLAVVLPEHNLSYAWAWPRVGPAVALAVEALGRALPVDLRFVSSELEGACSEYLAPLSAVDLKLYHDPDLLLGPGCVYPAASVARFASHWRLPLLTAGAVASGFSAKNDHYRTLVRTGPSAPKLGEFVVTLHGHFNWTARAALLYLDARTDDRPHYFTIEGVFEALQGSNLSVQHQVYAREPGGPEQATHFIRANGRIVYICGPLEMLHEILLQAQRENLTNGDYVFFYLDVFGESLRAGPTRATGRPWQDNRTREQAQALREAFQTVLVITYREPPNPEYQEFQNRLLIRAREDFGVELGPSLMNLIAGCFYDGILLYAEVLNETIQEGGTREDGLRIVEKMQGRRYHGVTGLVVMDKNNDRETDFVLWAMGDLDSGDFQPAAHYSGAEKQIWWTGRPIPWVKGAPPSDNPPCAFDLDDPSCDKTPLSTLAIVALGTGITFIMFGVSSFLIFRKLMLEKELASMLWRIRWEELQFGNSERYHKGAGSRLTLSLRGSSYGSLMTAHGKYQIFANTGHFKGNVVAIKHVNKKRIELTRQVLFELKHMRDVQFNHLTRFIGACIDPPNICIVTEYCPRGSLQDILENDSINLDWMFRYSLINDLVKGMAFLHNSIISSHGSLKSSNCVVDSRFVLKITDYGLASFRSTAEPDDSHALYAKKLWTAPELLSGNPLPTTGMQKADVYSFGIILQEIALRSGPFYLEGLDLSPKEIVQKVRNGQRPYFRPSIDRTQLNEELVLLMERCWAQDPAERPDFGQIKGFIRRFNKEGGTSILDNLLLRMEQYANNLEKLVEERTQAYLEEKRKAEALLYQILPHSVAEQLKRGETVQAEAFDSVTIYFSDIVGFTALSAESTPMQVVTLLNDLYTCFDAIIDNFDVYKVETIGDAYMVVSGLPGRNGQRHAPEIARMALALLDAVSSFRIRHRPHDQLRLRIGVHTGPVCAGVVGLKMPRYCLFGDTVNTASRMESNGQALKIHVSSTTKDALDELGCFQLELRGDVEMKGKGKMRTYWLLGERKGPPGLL
* hit, by the source's call; / = not tested or not shown. Not all compounds are listed (hit frequency here may not be typical).

SMILES	LEDGF integ inh	TDP2 inh	TCR CD3 inh	MBD2 DNA inh	mABHD4 FP	rCAG RNA binder	HTRA1 inhibitor	SIAE primary	PRMT1 inh	GC-B act
O=c1c2ccccc2nnn1CSc1nnc(C2COc3ccccc3O2)n1-c1ccccc1 (centres undefined)	2	2	-3	7	-6	-3	-7	-3	0	-6
CCOC(=O)Nc1nc(-c2ccccc2)c(C(=O)c2ccc(Cl)cc2)s1	0	0	6	0	-13	5	-42	-21	0	14
COc1ccccc1/C=C/C=N/NC(=O)c1cccs1	0	7	3	1	-12	-2	-11	6	-3	-8
O=C(O)CCNC(=O)OCC1c2ccccc2-c2ccccc21	-5	2	4	1	-1	3	5	4	-3	-1
CCOC(=O)CSc1c(-c2ccc(Cl)cc2)[nH]c2ccccc12	1	2	7	-3	-2	1	-8	4	-1	9
COc1ccc(N2C(=O)C(F)(F)C2c2ccccc2F)cc1 (centres undefined)	2	2	0	2	-8	-5	-11	5	-1	-2
CC(C)=C1C(=O)NN(c2ccc(F)c(Cl)c2)C1=O	2	2	4	-2	32*	83*	8	4	20	-7
CC1CCCCN1C(=S)NC(=O)c1ccccc1 (centres undefined)	-4	-14	2	0	-3	3	8	3	0	2
CCOC(=O)CNC(=O)N(C)[C@H]1C[C@H]2c3[nH]c4c(-c5ccccc5)cccc4c3CCN2C(=O)[C@H]1[C@H](C)O	0	-4	-1	-3	6	6	/	1	2	-5
CC(=O)c1cccc(NC(=O)CSCc2ccccc2)c1	-5	-8	-1	2	3	4	-2	7	4	-1
COc1cccc(-n2cnnc2SCC(=O)NC2CC2)c1	2	13	3	3	-7	1	-2	-2	0	5
CC(C)C1C(C#N)=C(N)Oc2n[nH]c(-c3ccccc3)c21 (centres undefined)	-3	-8	4	-6	-7	1	-7	-4	-2	-1
CN(Cc1c(C(=O)N/N=C/c2cccc(Cl)c2)nnn1-c1nonc1N)c1ccccc1	0	10	4	-6	-23	8	-37	-16	2	-1
Cc1ccc2nc(-c3cc(N)cc(N)c3)oc2c1	0	-2	0	1	16	11	37*	0	-4	4
COc1ccc2c(c1)OC[C@H]1[C@H]2N2C(=O)c3cc(F)ccc3NC(=O)[C@@]2(C)[C@H]1c1ccccc1	-1	8	0	0	4	7	-48	4	1	-6
CC(=O)Nc1c(Br)cc2c(c1Br)C(=O)c1ccccc1-2	-3	3	-1	-12	-16	1	0	-1	2	2
COc1ccc(CNc2ncccc2[N+](=O)[O-])cc1	-1	-13	-8	-4	-1	-3	6	7	-4	7
Cc1ccc(-c2nc(-c3cccnc3)sc2CC(=O)Nc2ccc(C)c(Cl)c2)cc1	1	1	-8	2	-12	12	-58	-66	1	4
CCOC(=O)COc1c(C=O)cc(Br)cc1OC	0	6	1	1	-2	-2	-7	-3	2	-4
CC(=O)Nc1ccc(-c2noc(-c3csc([C@@H]4C[C@H](O)[C@@H](CO)O4)n3)n2)cc1	0	10	-2	1	8	0	/	-6	2	1

Entries listed so far that have an aryl thioether with sulfur outside any ring (3):
SMILES	LEDGF integ inh	TDP2 inh	TCR CD3 inh	MBD2 DNA inh	mABHD4 FP	rCAG RNA binder	HTRA1 inhibitor	SIAE primary	PRMT1 inh	GC-B act
O=c1c2ccccc2nnn1CSc1nnc(C2COc3ccccc3O2)n1-c1ccccc1 (centres undefined)	2	2	-3	7	-6	-3	-7	-3	0	-6
CCOC(=O)CSc1c(-c2ccc(Cl)cc2)[nH]c2ccccc12	1	2	7	-3	-2	1	-8	4	-1	9
COc1cccc(-n2cnnc2SCC(=O)NC2CC2)c1	2	13	3	3	-7	1	-2	-2	0	5

More records follow:
SMILES	LEDGF integ inh	TDP2 inh	TCR CD3 inh	MBD2 DNA inh	mABHD4 FP	rCAG RNA binder	HTRA1 inhibitor	SIAE primary	PRMT1 inh	GC-B act
Cc1ccc(S(=O)(=O)N(C)Cc2ccc(C(=O)N/N=C3\CCCC(=O)C3)cc2)cc1	-2	-12	1	7	-13	13	-7	-3	9	3
COc1cccc(C(=O)NCCCNC(=O)c2cccc(OC)c2)c1	-4	-10	-6	3	-6	-4	0	-1	6	-4
CO[C@H]1CN(C)C(=O)c2ccc(NC(=O)C3CCC3)cc2OC[C@H](C)N(CC2CCCCC2)C[C@@H]1C	3	3	2	-5	-1	4	/	-19	2	6
CC(=O)C1=C(C)N(Cc2ccc(F)cc2)C(=S)NC1c1ccc(Br)cc1 (centres undefined)	1	-4	6	2	-8	2	/	0	-1	-13
COc1ccc(/C=N/n2c(C)nc3sc(C)c(C)c3c2=O)cc1OC	1	10	7	2	2	-4	1	3	0	2
CC(=O)Oc1cc2c(cc1OC(C)=O)C(=O)CCCC2	-8	3	4	0	-2	0	0	6	1	1
O=C(c1cncc(Br)c1)N1CCN(S(=O)(=O)c2ccccc2C(F)(F)F)CC1	1	9	1	3	0	-3	1	9	-2	-2
CC(=O)Nc1ccc(S(=O)(=O)N(C)CC(=O)OCC(=O)N2CCCCCC2)cc1	0	-6	-1	0	-2	-5	2	-2	3	-7
COc1ccc(CCNC(=O)C2CC(=O)N(c3ccc(C)cc3)C2)cc1OC (centres undefined)	3	-14	1	-3	-3	-4	4	7	-5	-9
O=C(c1c(F)cccc1F)N1CCN(c2ncccn2)CC1	2	-5	2	-8	2	-1	0	3	1	3
COC(=O)c1cc(-c2ccc3ccccc3c2)c(=O)n2c1CCC2	-1	7	/	0	-2	2	/	6	-2	-5
CO/N=C(/CS(=O)(=O)c1ccc(Br)cc1)c1ccc(OC)cc1	6	16	4	14*	-5	-4	-16	-2	-1	-4
CS(=O)(=O)N(Cc1ccccc1)c1ccc(C(=O)N2CCc3ccccc3C2)cc1	1	4	0	5	4	-5	-7	5	2	-3
O=C(NCc1ccco1)c1cc(NS(=O)(=O)c2cccc([N+](=O)[O-])c2)ccc1O	0	-13	-2	-2	13	15	-2	3	1	-2
COc1cc(CNn2nnnc2N)ccc1OCc1c(Cl)cccc1Cl	-3	1	5	1	-7	-2	-8	-2	-2	4
Cc1ccc(/C=C2\SC(=S)N(CCC(=O)NNC(=O)c3ccc(O)cc3)C2=O)cc1	-2	20	0	-2	-44	14	-116	-213	1	5
CNc1nc(NCCOc2ccccc2Cl)c2sccc2n1	-2	-9	-6	4	7	0	/	-2	-1	3
Cc1ccc(-n2c(C)cc(/C=N/NC(=O)c3ccncc3)c2C)cc1	1	6	-1	1	5	2	-4	4	-3	-4
CC(=O)Nc1cccc(OC(=O)c2ccoc2C)c1	-2	-3	3	3	-2	26	0	-3	-2	1
NC(=S)NC(c1ccccc1)c1ccncc1 (centres undefined)	0	7	-12	-3	4	-1	1	3	-3	3

Looked up one by one from above, 3 records:
SMILES	LEDGF integ inh	TDP2 inh	TCR CD3 inh	MBD2 DNA inh	mABHD4 FP	rCAG RNA binder	HTRA1 inhibitor	SIAE primary	PRMT1 inh	GC-B act
CNc1nc(NCCOc2ccccc2Cl)c2sccc2n1	-2	-9	-6	4	7	0	/	-2	-1	3
COc1cccc(C(=O)NCCCNC(=O)c2cccc(OC)c2)c1	-4	-10	-6	3	-6	-4	0	-1	6	-4
CO[C@H]1CN(C)C(=O)c2ccc(NC(=O)C3CCC3)cc2OC[C@H](C)N(CC2CCCCC2)C[C@@H]1C	3	3	2	-5	-1	4	/	-19	2	6

New compounds follow.
SMILES	LEDGF integ inh	TDP2 inh	TCR CD3 inh	MBD2 DNA inh	mABHD4 FP	rCAG RNA binder	HTRA1 inhibitor	SIAE primary	PRMT1 inh	GC-B act
Cc1cc(C)cc(C(=O)N2CCN(Cc3ccc4c(c3)OCO4)CC2)c1	-4	10	-4	2	2	-9	2	-1	2	-2
Cc1c(CN2CCC(CO)(CCOc3ccccc3)CC2)[nH]c2c(Cl)cccc12	2	-9	-1	0	10	3	-3	0	6	-12
COc1ccc(N2CCN(CC(=O)Nc3ncc(C)s3)CC2)cc1	-1	8	-4	-4	-5	-5	-6	2	-1	-1
CCCC(=O)Nc1ccc(NC(=O)C2CC2)cn1	-1	6	-2	4	3	-4	5	0	1	5
CC(C)c1c(O)c2c(n(-c3ccccc3)c1=O)CCCC2	0	10	-4	3	3	-1	4	-1	-2	2
CCOC(=O)CNC(=O)CSc1nnc(Cn2c(=O)sc3ccccc32)n1C	-2	-4	-2	-3	-1	3	3	0	0	2
C=C1CCN([C@@H](CC(C)C)C(=O)N2CCCC2)S(=O)(=O)c2ccccc21	-1	7	5	6	2	-10	-6	-2	-1	-6
Cc1oc(-c2ccccc2F)nc1CS(=O)CC(=O)NCc1ccccn1 (centres undefined)	0	1	3	-3	5	2	-1	-6	6	-1
O=C(CC1C(=O)NCCN1Cc1ccc(-c2ccccc2)cc1)NCCc1ccccn1 (centres undefined)	2	-2	0	-5	0	-9	-3	4	4	0
Nc1nn2c(-c3ccccc3)cc(=O)[nH]c2c1N=Nc1ccc(Br)cc1	2	-1	15	-5	20	35*	6	10	-2	-7
COc1ccc(NS(=O)(=O)c2cc(NC(=O)Cc3c(F)cccc3Cl)ccc2OC)cc1	0	3	7	2	-18	5	-28	-23	-2	5
Cc1ccc(OCCn2c(CCNC(=O)C3CCCCC3)nc3ccccc32)cc1	-5	6	/	-2	-7	/	/	-8	0	-23
CCNC(=S)N1CCC(c2nc3ccccc3s2)CC1	1	0	1	-7	-2	-4	-5	7	1	-6
O=C(Cc1ccccc1)N/N=C/c1ccc2c(c1)OCO2	-3	9	3	7	3	1	/	4	-1	4
